Source: PubChem (NMMLSC)
Bim-Bcl-B: inhibitors of Bim-Bcl-B binding, primary screen, biochemical, multiplexed, human Bcl-2 family; Bcl-2-like protein 10 (Homo sapiens), Q9HD36; bead-based flow cytometry, Bim peptide-Bcl-B binding; inhibition, % at 10 µM; 0.073% of 190,000 active;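 further: 0% = tracer peptide without compound and 100% = reference inhibitor peptide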
Bim-Bcl-W: inhibitors of Bim binding to Bcl-W, primary screen, biochemical, multiplexed, bead-based flow cytometry; Bcl-2-like protein 2 (Homo sapiens), Q92843; Bim peptide-Bcl-W binding; inhibition, % at 10 µM; 0.02% of 190,000 active;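 further: 0% = bound tracer without compound and 100% = peptide blocker; higher means less fluorescent Bim peptide bound to Bcl-W beads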
Target sequence (Q92843 whole entry, looked up): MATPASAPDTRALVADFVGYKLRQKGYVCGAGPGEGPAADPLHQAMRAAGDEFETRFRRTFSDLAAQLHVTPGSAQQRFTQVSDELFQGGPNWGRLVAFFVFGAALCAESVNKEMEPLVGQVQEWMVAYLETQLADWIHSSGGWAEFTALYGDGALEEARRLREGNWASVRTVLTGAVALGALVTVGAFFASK
Rab7 wt GTP bind: modulators of GTP binding to Rab7, primary screen, biochemical, wildtype, multiplex bead flow cytometry; GST-Rab7 beads, fluorescent GTP binding; actives lie on both sides; untreated = 100%, excess cold GTP = 0%; GTP binding activity (percent of control), % at 10 µM; 0.055% of 190,000 active; AID 758, 2007;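 active means fluorescent GTP binding to Rab7 beads changed by at least 20 points from the 100% baseline, either direction, mostly lower; inconclusive means compound itself probably fluorescent, or too few beads counted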;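 further: median green fluorescence of bound Bodipy-FL-GTP per Rab7 bead population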
Bfl-1 Bim block: inhibitors of Bim binding to Bfl-1, primary screen, biochemical, multiplexed, bead-based flow cytometry; Bcl-2-related protein A1 (Homo sapiens), Q16548; inhibition, % at 10 µM; 0.12% of 190,000 active; AID 1008, 2008; Bim-Bfl-1 binding inhibition;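 further: 0% = wells without compound plus tracer and 100% = blocker peptide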
Rab2A wt mod: modulators of GTP binding to Rab2A wildtype, primary screen, biochemical, dog, bead-based flow cytometry, multiplex; GST-Rab2 wt beads, Bodipy-GTP binding; Ras-related protein Rab-2A (Canis lupus familiaris), P61105; 0.19% of 190,000 active; AID 760, 2007; GTP binding activity, % at 10 µM;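 active means GTP binding activity at least 20 points away from 100%, either lowered or raised; inconclusive means signal likely due to the compound's own green fluorescence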;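 further: 0% = beads with excess unlabeled GTP and 100% = no-compound control corrected for plate trend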
Rac1 mut GTP: GTP binding modulators of activated mutant Rac1, primary screen, biochemical, bead-based flow cytometry, multiplex, fluorescent GTP. Ras-related C3 botulinum toxin substrate 1 (Homo sapiens), P63000. GST-Rac1 activated beads; actives lie on both sides; 100% means binding = to untreated wells. percent activity (GTP binding), % at 10 µM. 0.11% of 190,000 active;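 active means GTP binding at least 20 percentage points away from the 100% baseline, in either direction, so actives lie on both sides; inconclusive means Compound likely fluorescent itself, or too few beads counted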
HRas wt GTP: modulators of GTP binding to HRas wildtype, primary screen, biochemical, bead-based flow cytometry, multiplex. 0.14% of 190,000 active. GTP binding activity, % at 10 µM. GTPase HRas (Homo sapiens), P01112. GST-Ras wt beads, Bodipy-FL-GTP binding; actives lie on both sides;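 active means GTP binding activity at least 20% away from the 100% baseline, either lowered as inhibitor or raised as activator; inconclusive means flagged as likely green fluorescent, judged across all proteins in the well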;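 further: 0% = unlabeled GTP competition control and 100% = no-compound control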
Target sequence (P01112 whole entry, looked up): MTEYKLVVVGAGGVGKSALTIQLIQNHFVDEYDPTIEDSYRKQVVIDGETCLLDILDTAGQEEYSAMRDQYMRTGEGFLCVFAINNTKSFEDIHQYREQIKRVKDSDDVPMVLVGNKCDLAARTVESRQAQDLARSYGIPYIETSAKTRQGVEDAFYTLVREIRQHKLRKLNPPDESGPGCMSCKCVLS
Rac1 wt modul: wildtype Rac1 GTP binding modulators, primary screen, biochemical, GST-Rac1 beads, flow cytometry, multiplex | 0.27% of 190,000 active | Ras-related C3 botulinum toxin substrate 1 (Homo sapiens), P63000 | fluorescent GTP binding; actives lie on both sides; 0 = cold GTP competed, 100 = untreated | GTP binding activity (% of control), % at 10 µM;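 active means GTP binding activity at least 20 points away from the 100% control level, either lower or higher; inconclusive means compound flagged as likely green fluorescent, judged across all proteins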
Bim-Bcl-2: inhibitors of Bim-Bcl-2 binding, primary screen, biochemical, multiplexed, human Bcl-2 family; inhibition, % at 10 µM; AID 950, 2007; Apoptosis regulator Bcl-2 (Homo sapiens), P10415; 0.06% of 190,000 active; Bead-based flow cytometry, Bim peptide-Bcl-2 binding; in the data active means inhibition above about 40%; inconclusive means no clear call, values can overlap the other calls;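 further: 0% = no compound wells with probe peptide and 100% = reference peptide inhibitor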
Target sequence (P10415 whole entry, looked up): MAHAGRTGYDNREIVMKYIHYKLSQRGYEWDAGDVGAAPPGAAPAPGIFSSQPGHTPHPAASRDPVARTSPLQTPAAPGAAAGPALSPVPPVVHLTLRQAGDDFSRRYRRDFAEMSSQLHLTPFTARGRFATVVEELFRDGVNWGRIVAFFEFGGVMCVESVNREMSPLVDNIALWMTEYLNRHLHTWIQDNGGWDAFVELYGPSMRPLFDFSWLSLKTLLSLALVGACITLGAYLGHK
Cdc42 wt: modulators of GTP binding to wildtype Cdc42, primary screen, biochemical, multiplex bead flow cytometry, Bodipy-GTP; 0.2% of 190,000 active; percent activity (GTP binding), % at 10 µM; GST-Cdc42 beads; actives lie on both sides; AID 761, 2007; Cell division control protein 42 homolog (Homo sapiens), P60953;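 active means percent activity GTP binding at least 20 points away from the 100% baseline, either down as inhibitor or up as activator; inconclusive means compound flagged as likely green fluorescent from well-wide comparison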;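 further: median bead fluorescence of bound Bodipy-FL-GTP at 100 nM; 0% = excess unlabeled GTP control and 100% = no compound control; below 100% means less GTP binding so inhibitor and above means activator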
Target sequence (P60953 whole entry, looked up): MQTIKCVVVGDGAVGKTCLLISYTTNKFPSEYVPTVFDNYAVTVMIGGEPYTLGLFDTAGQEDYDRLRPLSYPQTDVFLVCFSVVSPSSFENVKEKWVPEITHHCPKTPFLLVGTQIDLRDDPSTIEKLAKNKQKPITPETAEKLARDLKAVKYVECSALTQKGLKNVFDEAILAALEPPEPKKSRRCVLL
Bcl-XL Bim block: inhibitors of Bim-Bcl-XL binding, primary screen, biochemical, multiplexed, bead flow cytometry, human Bcl-XL | Bcl-2-like protein 1 (Homo sapiens), Q07817 | 0.04% of 190,000 active | AID 1007, 2008 | inhibition, % at 10 µM | Bim peptide-Bcl-XL binding, fluorescence
Target sequence (Q07817 whole entry, looked up): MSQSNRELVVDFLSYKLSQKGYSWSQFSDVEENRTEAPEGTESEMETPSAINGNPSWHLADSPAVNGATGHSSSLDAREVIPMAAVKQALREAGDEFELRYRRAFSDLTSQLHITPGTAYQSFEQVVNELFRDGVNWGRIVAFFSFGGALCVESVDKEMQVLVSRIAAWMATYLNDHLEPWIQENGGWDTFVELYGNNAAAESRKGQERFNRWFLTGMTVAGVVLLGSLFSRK
The depositor's hits bear a star; ? = inconclusive. Unless noted, no stated cut-off is given here; in the data, active means inhibition above about 40%.

SMILES | Bim-Bcl-B | Bim-Bcl-W | Rab7 wt GTP bind | Bfl-1 Bim block | Rab2A wt mod | Rac1 mut GTP | HRas wt GTP | Rac1 wt modul | Bim-Bcl-2 | Cdc42 wt | Bcl-XL Bim block
Fc1ccccc1N1CC(c2ccccc2)C(c2cccs2)=N1 (stereo not given) | 10 | 6 | 100 | 13 | 97 | 93 | 95 | 98 | 6 | 93 | 14
CCN1CCN(CC(=O)Nc2sc3c(c2C#N)CCC(C)C3)CC1 (stereo not given) | -8 | -3 | 105 | -2 | 105 | 104 | 107 | 108 | -7 | 110 | -6
Cc1c(C(=O)N2c3ccccc3Sc3ccccc32)cccc1[N+](=O)[O-] | -5 | -4 | 101 | -14 | 99 | 102 | 100 | 101 | -17 | 98 | -2
COC(=O)c1ccccc1NC(=O)Cn1c(=O)n(Cc2ccccc2)c(=O)c2c(C)c(C)sc21 | -9 | -4 | 101 | -4 | 99 | 98 | 100 | 102 | -5 | 102 | -7
COc1ccccc1CC(=O)Nc1c[nH]c(=O)[nH]c1=O | -1 | 2 | 98 | -1 | 95 | 98 | 99 | 100 | 1 | 102 | -3
CCCCN(CC)S(=O)(=O)c1ccc(C(=O)Nc2nnc(COC)o2)cc1 | -6 | 0 | 95 | -13 | 95 | 95 | 96 | 99 | -9 | 99 | -7
N/C(=N\OC(=O)c1ccc([N+](=O)[O-])cc1)c1cccnc1 | -11 | -4 | 102 | -16 | 99 | 99 | 100 | 104 | -6 | 102 | -6
Cc1ccnc(NC(=O)c2cc(-n3cnnc3)ccc2Cl)c1 | -4 | -3 | 99 | 5 | 104 | 101 | 101 | 106 | 7 | 102 | -2
COc1cccc(Nc2nc(-c3ccc4c(c3)OCCO4)cs2)c1 | -12 | -2 | 104 | -19 | 103 | 102 | 102 | 108 | -14 | 103 | -5
OCCN1CCN(C(=S)c2ccc(Br)cc2)CC1 | -25 | 2 | 110 | 0 | 104 | 102 | 104 | 110 | -9 | 104 | -4
CCC/C(=N\NC(=O)CNC(=O)c1ccc(Cl)cc1)c1ccccc1 | -5 | -1 | 103 | -6 | 95 | 95 | 96 | 100 | -2 | 95 | 0
COc1ccccc1-c1nc(-c2ccccc2)[nH]c(=O)c1C#N | 0 | 1 | 95 | -4 | 96 | 95 | 94 | 98 | -1 | 98 | 0
C=CCn1c(-c2ccc3[nH]c(C)c(C)c3c2)n[nH]c1=S | -19 | 7 | 98 | 6 | 99 | 97 | 101 | 100 | -1 | 100 | 1
O=C(c1cc2ncccn2n1)N1CCc2c([nH]c3ccccc23)C1c1ccccc1F (stereo not given) | -2 | -1 | 98 | -3 | 99 | 95 | 97 | 97 | -5 | 97 | -2
CCOc1cc(C(=O)OCc2ccc(C(=O)OC)o2)cc(Br)c1OC | -4 | -5 | 97 | -7 | 96 | 99 | 98 | 100 | -8 | 97 | -9
Cc1cc(C)n(-c2nc3ccccc3c(=O)n2OCc2ccc(F)cc2)n1 | 3 | 0 | 98 | 0 | 97 | 100 | 100 | 101 | 0 | 98 | 0
CC(C)NC(=S)NNC(=O)C12CC3CC(CC(C3)C1)C2 | -13 | -1 | 96 | -15 | 95 | 93 | 96 | 95 | -11 | 96 | -4
O=S(=O)(NCC(c1ccccc1)N1CCNCC1)c1ccc(Cl)cc1 (stereo not given) | -14 | 4 | 98 | -8 | 99 | 97 | 99 | 98 | -5 | 101 | -3
Cc1ccc(Sc2c(C)nn(C(=O)CNS(=O)(=O)c3ccc(F)cc3)c2C)cc1 | -7 | -4 | 102 | -4 | 96 | 96 | 99 | 99 | -7 | 101 | -7
CCOC(=O)C1(CCOC)CCN(C2C3CC4CC(C3)CC2C4)CC1 (stereo not given) | 0 | 0 | 98 | 0 | 99 | 103 | 100 | 104 | 0 | 102 | -1
COc1ccc(NC(=O)COC(=O)c2ncc(Cl)c(Cl)c2Cl)c(OC)c1 | -10 | -2 | 100 | -2 | 95 | 97 | 96 | 100 | -4 | 96 | -6
Cc1ccc(N/N=C(\C#N)C(N)=S)cc1C | -13 | -1 | 95 | 5 | 92 | 94 | 98 | 95 | 0 | 96 | -5
COc1ccccc1Nc1nc(N)nc(CSc2ncccn2)n1 | -8 | -3 | 98 | -22 | 100 | 101 | 99 | 102 | -12 | 102 | -4
CCCC(=O)Nc1ccc(Cl)c(NC(=O)C(C)(C)C)c1 | -9 | 0 | 94 | -13 | 98 | 95 | 100 | 100 | -6 | 103 | -19
Cc1cccc(OCCC(=O)NCC(=O)Nc2cccc(C)c2C)c1 | -6 | -4 | 94 | -16 | 95 | 98 | 94 | 98 | -6 | 99 | -6

(next part)
SMILES | Bim-Bcl-B | Bim-Bcl-W | Rab7 wt GTP bind | Bfl-1 Bim block | Rab2A wt mod | Rac1 mut GTP | HRas wt GTP | Rac1 wt modul | Bim-Bcl-2 | Cdc42 wt | Bcl-XL Bim block
CCOc1ccc(N2C(=O)CC(SC(=NC)Nc3ccc4c(c3)OCO4)C2=O)cc1 (stereo not given) | 0 | -2 | 97 | 10 | 105 | 100 | 101 | 103 | 6 | 102 | -2
Cc1nc2ccsc2c(=O)n1-c1ccc(Cl)cc1 | -1 | 1 | 95 | 0 | 97 | 99 | 97 | 106 | 2 | 99 | 0
CCOc1ccccc1Oc1coc2cc(OC)ccc2c1=O | 0 | 0 | 100 | -2 | 101 | 99 | 102 | 103 | 0 | 102 | -1
CCOC(=O)N1CCN(c2cc(=O)n(-c3ccc(OC)cc3)c(=O)[nH]2)CC1 | -6 | -3 | 96 | -15 | 97 | 94 | 99 | 100 | -8 | 97 | -8
COc1ccccc1S(=O)(=O)Cc1ccc(C(=O)NC(C)c2ccc3c(c2)OCCO3)o1 (stereo not given) | -9 | -3 | 95 | -10 | 97 | 97 | 98 | 100 | -9 | 99 | -11
C=CCNc1nc2ccccc2nc1NS(=O)(=O)c1cccs1 | -2 | 2 | 95 | -3 | 94 | 92 | 95 | 92 | 0 | 93 | 0
OCC[C@H]1C[C@H](O)[C@@H](O)[C@@]2(CCCCO2)O1 | -3 | -4 | 90 | -2 | 101 | 98 | 98 | 104 | -3 | 103 | -4
Cc1ccc2[nH]c(CCN(C)C)c(CC#N)c2c1 | -6 | 6 | ? | -7 | ? | ? | ? | ? | -2 | ? | 3
COC(=O)C1=C(C)OC(N)=C(C#N)C1c1cc(C)sc1C (stereo not given) | -8 | 0 | 103 | -10 | 101 | 102 | 102 | 107 | -8 | 103 | -37
Cc1ccc(NC(=O)c2oc3ccc(S(=O)(=O)N4CCC5(CC4)OCCO5)cc3c2C)cc1C | -12 | -6 | 100 | -2 | 95 | 99 | 98 | 100 | -3 | 101 | -10
CCNc1nc(NCC)n2c(SCC(=O)NCC3CCCCC3)nnc2n1 | 1 | 1 | 99 | 7 | 96 | 96 | 94 | 100 | -2 | 98 | 0
O=C(NC(Cc1ccccc1)c1ccc2c(c1)OCCCO2)c1ccccc1 (stereo not given) | 0 | 0 | 103 | -11 | 100 | 99 | 101 | 103 | -4 | 101 | -1
Cc1ccc(SCc2ccc(C(=O)Nc3cc([N+](=O)[O-])ccc3C)cc2)cc1 | -2 | -2 | 96 | -2 | 100 | 97 | 99 | 101 | -3 | 97 | -3
Cc1cccc(-n2c(-c3ccoc3C)n[nH]c2=S)c1 | -10 | 0 | 91 | 3 | 92 | 93 | 94 | 95 | 1 | 94 | -1
CCn1cc(C2=NC(C)(C)CO2)c2ccccc21 | -9 | 1 | 107 | -9 | 105 | 104 | 106 | 107 | -6 | 101 | 0
CC1CCN(C(=O)Cn2cc(C#N)c3ccccc32)CC1 | 1 | 1 | 100 | 0 | 101 | 99 | 102 | 107 | 13 | 105 | 1
COc1ccc(Cn2c(-c3ccc(OC)cc3)nc3ccccc32)cc1 | -1 | 0 | 100 | -2 | 101 | 97 | 102 | 106 | -3 | 102 | -1
O=C(CSc1nnc(COc2cccc3cccnc23)o1)c1ccc(F)cc1 | -2 | 3 | 97 | -7 | 98 | 97 | 99 | 98 | -2 | 100 | -1
Cc1cc(=O)oc2cc(OCC3CC(c4ccc(Cl)cc4)=NO3)ccc12 (stereo not given) | -6 | 2 | 102 | -16 | 103 | 103 | 105 | 107 | -5 | 106 | -2
CCOc1ccc(C(=O)NCc2cccnc2)cc1[N+](=O)[O-] | -7 | -1 | 103 | -5 | 95 | 94 | 98 | 99 | -3 | 96 | -1
CCCCc1nc(Cl)c(C#N)c2c1CSC(C)(C)C2 | -16 | -7 | 101 | -15 | 99 | 99 | 101 | 106 | -10 | 100 | -9
COc1cc2c(cc1OC)C(c1cccs1)N(C(=O)c1ccncc1)CC2 (stereo not given) | -10 | -4 | 98 | -5 | 98 | 99 | 99 | 100 | -9 | 101 | -4
CC(C)CNC(=O)C(=O)NCc1ccccn1 | -3 | -4 | 105 | -6 | 104 | 93 | 96 | 97 | -2 | 100 | -2
O=C1CC(c2ccccc2)Cc2nc(NC3CC3)ncc21 (stereo not given) | -5 | -5 | 104 | -8 | 102 | 99 | 102 | 100 | -4 | 98 | -1
CCCOC(=O)c1ccc(S(N)(=O)=O)o1 | -4 | -7 | 100 | -3 | 103 | 104 | 101 | 106 | 0 | 105 | -2
c1cc2c(cc1Cn1cnnn1)OCO2 | -9 | -4 | 101 | -11 | 99 | 100 | 101 | 105 | -8 | 101 | 0
N#Cc1nc(-c2ccccc2)oc1NCC1CCCO1 (stereo not given) | -7 | -1 | 102 | -15 | 100 | 102 | 102 | 104 | -5 | 102 | -3

Whole records as entered above. Screens in order: Bim-Bcl-B, Bim-Bcl-W, Rab7 wt GTP bind, Bfl-1 Bim block, Rab2A wt mod, Rac1 mut GTP, HRas wt GTP, Rac1 wt modul, Bim-Bcl-2, Cdc42 wt, Bcl-XL Bim block
Shown for CCn1cc(C2=NC(C)(C)CO2)c2ccccc21 → -9, 1, 107, -9, 105, 104, 106, 107, -6, 101, 0
Shown for CCCOC(=O)c1ccc(S(N)(=O)=O)o1 → -4, -7, 100, -3, 103, 104, 101, 106, 0, 105, -2

Compounds were not picked by outcome, and some 0.62% of all compounds hit somewhere here.
